High-throughput results: PubChem BioAssay, several laboratories
TR-FRET SRC-2 ct – TR-FRET signal artefacts, primary screen, artefact control for PPARgamma SRC-2 agonist project, biochemical; TR-FRET artefact counter-screen; stronger effect = higher value; TR-FRET ratio at 8 µM; 0.4% of 200,000 active; AID 1049, 2008; in the data active means TR-FRET ratio above about 2000; further: inactives centre near 1500
ROMK primary – ROMK potassium channel modulators, primary screen, cell-based, thallium flux, MLSMR library; AID 1918, 2009; B-score at 10 µM; Tet-inducible ROMK, thallium flux fluorescence; actives lie on both sides; 2% of 130,000 active; ATP-sensitive inward rectifier potassium channel 1 (Homo sapiens), P48048;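 active means signal ratio slope over the read window, or its plate-corrected B-score, at least 3 SD from the plate mean, either direction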;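 further: B-score of the F/F0 ratio slope over 7 to 12 s after thallium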
TNAP act hi DEA – TNAP activators at high phosphate acceptor level, primary screen, biochemical, luminescence, uHTS; AID 1136, 2008; 200,000 tested, under 10 active; activation factor at 20 µM; Alkaline phosphatase, tissue-nonspecific isozyme (Homo sapiens), P05186; purified TNAP, CDP-star luminescence, 1 M DEA, 30 min; stronger effect = higher value; 0 = EDTA background, 1 = DMSO-only activity;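 active means activation factor at least 2 at 20 µM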
Target sequence (P05186 whole entry, looked up): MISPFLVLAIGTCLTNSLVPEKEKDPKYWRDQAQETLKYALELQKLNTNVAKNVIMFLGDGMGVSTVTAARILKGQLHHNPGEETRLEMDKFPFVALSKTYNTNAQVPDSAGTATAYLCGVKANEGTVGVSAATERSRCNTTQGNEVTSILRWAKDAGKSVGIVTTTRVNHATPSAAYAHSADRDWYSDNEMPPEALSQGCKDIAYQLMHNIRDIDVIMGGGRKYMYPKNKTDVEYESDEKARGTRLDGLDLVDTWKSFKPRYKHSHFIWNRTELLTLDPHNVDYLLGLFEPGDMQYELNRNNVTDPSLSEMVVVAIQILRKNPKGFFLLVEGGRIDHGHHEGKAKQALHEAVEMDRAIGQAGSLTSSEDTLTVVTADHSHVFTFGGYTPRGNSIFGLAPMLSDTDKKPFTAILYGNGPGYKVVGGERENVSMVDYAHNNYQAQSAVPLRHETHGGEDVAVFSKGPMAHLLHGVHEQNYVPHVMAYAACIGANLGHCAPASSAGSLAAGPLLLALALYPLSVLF
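Measured by: Luminescent substrate turnover signal | Test system: Human TNAP | Input: TNAP 1/800 final | Dosing: 20 µM single point | Schedule: 30 min, room temperature | Controls: EDTA wells as negative control, DMSO wells as positive control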
bIAP inhibitor – bovine intestinal alkaline phosphatase inhibitors, primary screen, selectivity assay for TNAP inhibitor project, biochemical, bovine IAP, CDP-star luminescence. alkaline phosphatase, intestinal [Bos taurus]. purified bovine IAP, 30 min. inhibition, % at 20 µM. 190,000 tested, under 10 active;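 active means over 50% inhibition of intestinal alkaline phosphatase at 20 µM in the single-dose screen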
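Assay system: bovine IAP enzyme; medium: DEA buffer 100 mM, pH 9.8, with MgCl2 1.0 mM, ZnCl2 0.02 mM; doses: 20 µM single dose; incubation: enzyme reaction for 30 min at room temperature; detection: CDP-star luminescence signal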
bIAP act – bovine intestinal alkaline phosphatase activators, primary screen, biochemical, bovine IAP, CDP-star luminescence; purified bovine IAP, 30 min; stronger effect = higher value; fold of DMSO-control signal, blank-subtracted; activation factor at 20 µM; 0.17% of 200,000 active; AID 1016, 2008;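 active means activation factor of 2 or more at 20 µM, a signal rise over negative controls twice the positive control's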
STAT1 blocker – STAT1 signaling inhibitors, primary screen, cell-based, HTS, luciferase reporter | NIH 3T3 STAT1-luciferase reporter, IFN-gamma, luminescence | inhibition, % at 5.5 µM | 0.35% of 200,000 active;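 active means inhibition above a set limit, the mean inhibition across all tested compounds plus 3 SD, cut at about 34% in these data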;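 further: 0% = IFN-gamma with DMSO and 100% = IFN-gamma with 300 µM nifuroxazide; values of inactives mirror those of a sister screen read the other way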
STAT3 act – IL-6 driven STAT3 reporter potentiators, primary screen, U3A cells, luciferase, luminescence, MLSCN library | IL-6 STAT3-luciferase reporter; 100% = signal with IL-6 EC80 alone | activation (% of control), % at 5.6 µM | 0.91% of 190,000 active | AID 871, 2007;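 active means activation above the screen-wide mean of compound activation plus 3 SD, cut at about 130% in these data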;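 further: 0% = background luminescence of wells with medium and substrate only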
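Test system: Human STAT1-deficient U3A cells with stable STAT3-luciferase reporter | Also added: Interleukin-6, 33 ng/mL | Timing: Compound pre-incubation 1 h before IL-6, then 6 h stimulation at 37 °C | Technique: Luciferase reporter luminescence | Read-out: Percent of IL-6-only median luminescence | Benchmarks: IL-6-only wells as 100% reference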
PPARg SRC-2 ag – agonists of PPARg-SRC-2 recruitment, primary screen, biochemical, HTS; Peroxisome proliferator-activated receptor gamma (Homo sapiens), P37231; 0.34% of 200,000 active; AID 1032, 2008; PPARgamma LBD-SRC-2 recruitment; activation, % at 8 µM; in the data active means activation above about 22%;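 further: 0% = vehicle and 100% = reference agonist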
Target sequence (P37231 whole entry, looked up, the tested form may be a part): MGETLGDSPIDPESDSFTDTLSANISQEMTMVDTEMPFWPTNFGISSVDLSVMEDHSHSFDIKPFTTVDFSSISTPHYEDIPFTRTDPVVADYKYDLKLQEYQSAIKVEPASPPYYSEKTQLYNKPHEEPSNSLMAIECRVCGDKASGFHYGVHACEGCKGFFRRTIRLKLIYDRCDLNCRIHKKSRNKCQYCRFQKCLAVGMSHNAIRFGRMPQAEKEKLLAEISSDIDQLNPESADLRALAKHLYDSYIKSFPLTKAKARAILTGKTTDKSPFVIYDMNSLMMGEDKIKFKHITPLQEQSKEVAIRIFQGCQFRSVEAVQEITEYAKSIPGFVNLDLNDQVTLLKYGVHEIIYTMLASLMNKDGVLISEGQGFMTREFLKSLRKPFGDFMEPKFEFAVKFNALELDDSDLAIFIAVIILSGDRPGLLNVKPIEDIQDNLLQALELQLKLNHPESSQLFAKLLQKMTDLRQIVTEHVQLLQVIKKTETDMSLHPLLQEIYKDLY
PPARg SRC3 recr – PPARgamma agonists recruiting SRC-3 coactivator, primary screen, biochemical. Peroxisome proliferator-activated receptor gamma (Homo sapiens), P37231. biochemical PPARgamma/SRC-3 coactivator recruitment assay. activation, % at 8 µM. 0.26% of 200,000 active; in the data active means activation above about 23%;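 further: 0% = DMSO and 100% = reference agonist; some compounds past the cut are filed as inactive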
PPARg SRC-1 ag – PPARgamma agonists recruiting SRC-1 coactivator, primary screen, biochemical. PPARgamma-SRC-1 coactivator recruitment biochemical assay. activation, % at 8 µM. 0.41% of 200,000 active; in the data active means activation above about 19%;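 further: 0% = DMSO and 100% = reference agonist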
STAT3 blocker – IL-6 driven STAT3 reporter inhibitors, primary screen, U3A cells, luciferase, luminescence, MLSCN library; AID 862, 2007; IL-6 STAT3-luciferase reporter; host cell line lacks STAT1; inhibition, % at 5.5 µM; 0.89% of 190,000 active;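 active means inhibition above the mean inhibition across all screened compounds plus 3 SD, cut at about 44% in these data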;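 further: 0% = DMSO only wells and 100% = 100 µM nifuroxazide control wells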
Active calls of the source: *; . = no result given.

SMILES | TR-FRET SRC-2 ct | ROMK primary | TNAP act hi DEA | bIAP inhibitor | bIAP act | STAT1 blocker | STAT3 act | PPARg SRC-2 ag | PPARg SRC3 recr | PPARg SRC-1 ag | STAT3 blocker
COC(=O)Cn1nc(-c2ccccc2)n(-c2ccccc2)c1=S | 1492 | 0.034 | 1 | 6 | 0.9 | 9 | 88 | 6 | -3 | 5 | 18
O=S(=O)(Cc1ccccc1)c1cnc2ccccc2n1 | 1402 | -0.096 | 1 | 25 | 0.7 | 8 | 98 | -8 | 2 | -3 | 2
C=CCc1c(C)nc(-c2ccccc2)nc1Nc1ccccc1O | 1611 | . | 1 | 6 | 0.9 | -7 | 127 | -4 | 3 | 4 | -28
Cc1ccc(Cn2nnnc2CN2CCC(NC(=O)c3ccc(Br)cc3)CC2)cc1 | 1501 | -0.45 | 1 | 5 | 1 | 10 | 96 | 10 | 3 | 1 | 8
Cn1c(=O)[nH]c(=O)c2[nH]c(NCCCN3CCOCC3)nc21 | 1565 | 0.27 | 1 | 2 | 1 | 1 | 100 | 11 | 7 | 0 | 3
COC(=O)c1c(C)nc2c(c(SC)nn2-c2ccccc2)c1N | 1506 | 0.66 | 1 | 7 | 0.9 | -4 | 110 | 10 | 6 | 3 | -12
O=C(Nc1ccc(F)cc1F)c1ccc(COc2c(F)c(F)cc(F)c2F)o1 | 1509 | 0.02 | 1.1 | 15 | 0.9 | -5 | 101 | 2 | 0 | 6 | 0
COc1ccc(C(NC(=O)c2c(F)c(F)c(F)c(F)c2F)c2ccccc2)cc1 (centres undefined) | 1487 | . | 1 | 1 | 1 | -7 | 109 | -3 | -3 | 7 | -16
COc1ccc(C(=O)OCC(=O)Nc2ccc([N+](=O)[O-])cc2OC)c(O)c1 | 1656 | -0.024 | 1 | 0 | 1 | 2 | 101 | 6 | 2 | 4 | 4
O=C(NCc1cccnc1)c1ccc(CN2CCc3ccccc3C2)cc1 | 1389 | -1.1 | 1 | 2 | 1 | 6 | 88 | -6 | 0 | -9 | 19
CC1=C(C#N)C(c2cccnc2)C2=C(N1)c1ccccc1C2=O (centres undefined) | 1527 | -0.063 | 1 | 7 | 0.9 | 1 | 99 | -3 | -4 | 2 | 3
COc1ccc(C(=O)Nc2ccc(S(=O)(=O)N3CCCCC3C)cc2)c(OC)c1OC (centres undefined) | 1410 | . | 1.1 | -8 | 1.1 | 9 | 86 | 2 | 4 | 5 | 23
CC(C)NC(=O)CC(=O)NN=C1CCCCC1 | 1690 | 0.31 | 1.1 | 1 | 1 | -1 | 99 | 3 | 0 | 4 | 6
COc1ccc(OC2C(=O)N(c3cc(C)ccc3C)C2c2ccc(OC)c(OC)c2)cc1 (centres undefined) | 1451 | 1.1 | 1 | 8 | 0.9 | 2 | 103 | 2 | 0 | -1 | -7
CCN(CC(=O)Nc1ccc2c(c1)OCCO2)Cc1cc(=O)oc2cc(C)c(C)cc12 | 1606 | . | 1 | -6 | 1.1 | -1 | 98 | -5 | 13 | -1 | 6
COc1cc(NC(=O)COC(=O)/C=C/c2ccccc2Cl)cc(OC)c1 | 1376 | 0.41 | 1 | 8 | 0.9 | 6 | 98 | -1 | -2 | -2 | 1
O=C(NCCN1CCOCC1)c1ccc(CS(=O)(=O)c2ccc(Br)cc2)o1 | 1614 | . | . | . | . | 3 | 101 | -1 | 4 | -4 | 4
Cc1ccc2cccc(S(=O)(=O)n3nc(C)cc3C)c2n1 | 1489 | . | 1 | 3 | 1 | 2 | 97 | -1 | 5 | 1 | 6
NCCCC[C@@H]1NC(=O)[C@H](CCC(=O)O)NC(=O)c2cc([N+](=O)[O-])cc(I)c2NCC[C@@H](C(N)=O)NC1=O | 1296 | -0.45 | 1 | 7 | 0.9 | -4 | 91 | -2 | -5 | -3 | 8
Cc1c(NC(=O)Nc2cccs2)cccc1[N+](=O)[O-] | 1409 | 0.39 | 1 | 7 | 0.9 | 26 | 97 | 6 | -5 | -4 | 5
COc1cc(C(C)=O)ccc1Oc1ncnc2c1cnn2-c1cccc(Cl)c1 | 1585 | . | 1 | 18 | 0.8 | 2 | 99 | 0 | 3 | -1 | 4
CCCCCCC1C(C#N)=C(N)OC2=C1C(=O)CCC2 (centres undefined) | 1633 | . | 1 | 14 | 0.9 | 6 | 101 | -1 | -1 | 9 | 7
CC#CCN(CC#CC)S(=O)(=O)c1ccc(-n2cnnn2)c(OC)c1 | 1373 | . | 1.1 | 2 | 1 | 2 | 103 | -3 | 4 | 3 | 6
Fc1cccc(NC(=S)NCCc2ccccc2)c1 | 1570 | -1.7 | 1 | -1 | 1 | 14 | 89 | 7 | 2 | -4 | 11
Cc1nc2ccc(S(=O)(=O)NCC(=O)N3CCCCC3)cc2s1 | 1507 | . | 1 | 7 | 0.9 | 3 | 100 | -3 | -8 | -2 | 4
O=C(Nc1cccc(Cl)c1)Nc1cc(S(=O)(=O)N2CCCCC2)ccc1Cl | 1357 | . | 1 | 21 | 0.8 | 0 | 107 | -1 | 0 | 6 | -2
COc1ccc(OC)c(NC(=O)Cn2c(C)nc3ccccc3c2=O)c1 | 1633 | . | 1.1 | 10 | 0.9 | 6 | 95 | -1 | 2 | 6 | 8
Cc1cc(C(=O)COC(=O)c2cccn2C)c(C)n1Cc1ccco1 | 1332 | 0.37 | 1 | -11 | 1.1 | 37* | 46 | -2 | 0 | 1 | 69*
CCOC(=O)C1=C(C)NC(C)=C(C(=O)OCC)C1C(=O)OCC(=O)N1CCc2ccccc21 | 1381 | . | 1.1 | -4 | 1 | -9 | 110 | -3 | -5 | -2 | -2
CN(c1ccc(OCC(=O)OCC(=O)Nc2cccc([N+](=O)[O-])c2)cc1)S(=O)(=O)c1ccc(F)cc1 | 1523 | 0.37 | 1 | 20 | 0.8 | -1 | 105 | -1 | 7 | 2 | 6
C#CCOCCOCCOCCNc1nc(N2CCN(C(=O)C([C@@H](C)CC)n3cc(C(N)Cc4ccc(O)cc4)nn3)CC2)nc(N2CCN(C(=O)[C@H](CCC(=O)O)n3cc(C(N)[C@H](C)CC)nn3)CC2)n1 (some centres undefined) | 1570 | . | 1.1 | -14 | 1.1 | 7 | . | 4 | -4 | 3 | .
Cn1c(CCN2CCOCC2)nc2cc(NC(=O)COc3ccc(Cl)cc3)ccc21 | 1459 | -0.098 | 1.1 | -13 | 1.1 | -3 | 92 | -14 | -5 | 1 | 12
CCCc1cc(=O)[nH]c(/N=C(/NC(=O)C(C)N2C(=O)c3ccccc3C2=O)Nc2ccccc2)n1 (centres undefined) | 1509 | . | 1 | -2 | 1 | 3 | 101 | -2 | -2 | 2 | 1
COc1ccc(NC(=O)C(=O)N2N=C3CCCCC3C2(O)C(F)(F)F)cc1 (centres undefined) | 1528 | -0.38 | 1.1 | -1 | 1 | 0 | 104 | 0 | 8 | 0 | 0
CCCCN1CCc2c([nH]c3ccc(C)cc23)C1=O | 1387 | -0.37 | 1.1 | 4 | 1 | -56 | 108 | 9 | -7 | 2 | -3
Cc1ccc2nc(C3CCCN3Cc3nc(CCC(C)C)no3)[nH]c2c1 (centres undefined) | 1669 | 0.01 | 1.1 | -23 | 1.2 | 6 | 104 | 5 | 1 | 5 | 7
O=C(COC(=O)[C@H](Cc1ccccc1)NC(=O)c1ccco1)NC(c1ccccc1)c1ccccc1 | 1554 | -0.15 | 1 | 11 | 0.9 | 5 | 104 | 0 | 6 | 4 | -1
C=CCc1cccc(/C=N/NC(=O)CCC(=O)Nc2ccc(F)cc2)c1O | 1561 | 0.83 | 0.9 | 6 | 0.9 | 6 | 100 | -2 | 0 | -1 | 3
Cc1cc([N+](=O)[O-])nn1CC(=O)Nc1cc(F)ccc1F | 1718 | . | 1 | -22 | 1.2 | 1 | 97 | 5 | 10 | 5 | 11
CCC(CC)C(=O)Nc1nnc(SCC(=O)NC(C)(C)C)s1 | 1568 | 0.066 | 1 | 2 | 1 | 2 | 104 | -7 | -1 | 2 | 4
Cc1cc(=O)oc(C)c1C(=O)OCC(=O)c1ccc(Br)cc1 | 1453 | . | 1 | -37 | 1.4 | -3 | 78 | -1 | -8 | 4 | 28
COc1cc(/C=N/NC(=O)c2nonc2N)cc(OC)c1OC | 1608 | -0.035 | 1 | 4 | 1 | -12 | 102 | 0 | 3 | 2 | 5
Cc1cc(Cl)ccc1OCC(=O)N/N=C1\CC2C=CCC12 (centres undefined) | 1668 | -0.89 | 1.1 | 11 | 0.9 | -1 | 100 | 7 | 4 | 5 | 3
O=c1oc2ccccc2c(N2CCC(c3ccccc3)CC2)c1[N+](=O)[O-] | 1644 | -0.57 | 1 | 9 | 0.9 | 0 | 100 | 0 | 2 | -4 | 2
CCc1cc(=O)oc2c(C)c(OCC(=O)N3CCCc4ccccc43)ccc12 | 1493 | -0.55 | 1 | 4 | 1 | 13 | 88 | 5 | 7 | 7 | 16
c1ccc(-c2ccccc2OCCOCCN2CCCCC2)cc1 | 1619 | . | 1 | -17 | 1.2 | 10 | 94 | -7 | 1 | -4 | 9
Cc1cc(C(=O)NCC(=O)OCC(=O)Nc2ccc(OC(F)F)cc2)ccc1[N+](=O)[O-] | 1327 | -0.25 | 1 | 34 | 0.7 | 1 | 98 | -7 | -3 | -3 | 5

Another view of 3 compounds above:
molecule,TR-FRET SRC-2 ct,ROMK primary,TNAP act hi DEA,bIAP inhibitor,bIAP act,STAT1 blocker,STAT3 act,PPARg SRC-2 ag,PPARg SRC3 recr,PPARg SRC-1 ag,STAT3 blocker
O=C(COC(=O)[C@H](Cc1ccccc1)NC(=O)c1ccco1)NC(c1ccccc1)c1ccccc1,1554,-0.15,1,11,0.9,5,104,0,6,4,-1
C=CCc1cccc(/C=N/NC(=O)CCC(=O)Nc2ccc(F)cc2)c1O,1561,0.83,0.9,6,0.9,6,100,-2,0,-1,3
Cc1cc([N+](=O)[O-])nn1CC(=O)Nc1cc(F)ccc1F,1718,.,1,-22,1.2,1,97,5,10,5,11

Rows are unselected; any-hit rate near 3.7%.
